# Compound activity: PubChem, several laboratories
# CRFR2-BP antag – antagonists of CRF-BP/CRF-R2 complex, primary screen, cell-based, HEK293, calcium dye fluorescence, uHTS. CRF-induced calcium fluorescence. 0.59% of 350,000 active. inhibition, % at 11.8 µM;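 active = inhibition of the ligand-induced calcium signal above about 50% at the single tested concentration, limit read from the data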
# GalR3 antag – GalR3 antagonists in HEK293 cells, primary screen, cell-based, fluorescence readout. HEK293 GalR3-CNG cAMP membrane potential fluorescence; galR3 body fused to GalR1 C-terminus. 0.44% of 360,000 active. inhibition, % at 3 µM. Galanin receptor type 3 (Homo sapiens), O60755;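 active = inhibition above the screen-wide average plus 3 SD, cut at about 13% in these data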;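 also: forskolin and galanin both at EC90 stimulate the cells; cAMP rise reported by CNG channel membrane potential dye signal; 0% = forskolin plus galanin with DMSO and 100% = forskolin alone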
# Target sequence (O60755 1-299 limits assumed): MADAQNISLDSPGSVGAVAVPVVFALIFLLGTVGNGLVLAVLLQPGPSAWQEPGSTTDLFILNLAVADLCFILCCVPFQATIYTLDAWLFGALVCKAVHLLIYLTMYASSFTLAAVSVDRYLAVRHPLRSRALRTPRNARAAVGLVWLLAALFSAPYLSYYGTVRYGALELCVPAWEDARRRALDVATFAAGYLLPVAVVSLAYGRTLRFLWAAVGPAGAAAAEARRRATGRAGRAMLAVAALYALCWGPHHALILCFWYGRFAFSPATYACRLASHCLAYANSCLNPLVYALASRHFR
# CRFR2-BP ag – agonists of CRF-BP/CRF-R2 complex, primary screen, cell-based, HEK293, calcium dye fluorescence, uHTS; CRF-binding protein / CRF receptor 2 complex (human); calcium dye fluorescence (FLIPR); percent of saturating CRF peptide response; activation, % at 13.2 µM; 0.46% of 350,000 active; AID 588473, 2011;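 active = activation of at least 50%, plus an integration ratio under a set limit after plate pattern correction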;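 also: plate controls were neutral control wells without compound for no effect and CRF at EC100 for full effect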
# * hit, by the source's call.
SMILES	CRFR2-BP ag	CRFR2-BP antag	GalR3 antag
COc1cc(OC)cc(-c2c(-c3cccs3)c3cc(-c4ccc5c(c4)OCCO5)ccc3n2C)c1	-0.6	0	0
C=CCC[C@@H](Cc1ccc(F)cc1)C(=O)OC[C@H](Cc1c[nH]c2ccccc12)NC(=O)[C@@H](CC=C)CC(=O)N[C@@H](CO)Cc1ccccc1	-1.1	4	-8
CCOc1ccc(NC(=O)CN(C)C(=O)C2COc3ccccc3O2)cc1OCC (centres undefined)	1.3	-12	-5
O=C(Cc1n[nH]c(=O)c2ccccc12)OCC(=O)c1ccccc1	-0.7	3	-2
Cc1cc(C)cc(NC(=O)COC(=O)CNC(=O)C2CCCCC2)c1	0.5	-8	2
O=C(CN1c2cccc3cccc(c23)S1(=O)=O)Nc1c(F)c(F)c(F)c(F)c1F	3.1	-2	0
O=C1CC(C(=O)N2CCc3ccccc32)CN1c1cccc(C(F)(F)F)c1 (centres undefined)	-0.2	-9	-7
C(=NOCc1ccccc1)c1ccncc1	-0.8	6	-1
COc1cc(NC(=O)COC(=O)CNC(=O)C23CC4CC(CC(C4)C2)C3)cc(OC)c1	-1.4	-2	-5
CCOC(=O)[C@H]1[C@H]2COc3ccc(Cl)cc3[C@@H]2N2C(=O)CN(C)C(=O)[C@@]12C	0.8	-2	-5
Cc1cnc(C=NNC(N)=S)c2cccc(N)c12	1.8	-25	-6
COc1ccc(-c2c(C(=O)O)c(-c3ccccc3)cn2C)cc1	1.4	1	-3

# Seven entries from above, with the structure last.
CRFR2-BP ag	CRFR2-BP antag	GalR3 antag	Structure
-0.7	3	-2	O=C(Cc1n[nH]c(=O)c2ccccc12)OCC(=O)c1ccccc1
0.8	-2	-5	CCOC(=O)[C@H]1[C@H]2COc3ccc(Cl)cc3[C@@H]2N2C(=O)CN(C)C(=O)[C@@]12C
3.1	-2	0	O=C(CN1c2cccc3cccc(c23)S1(=O)=O)Nc1c(F)c(F)c(F)c(F)c1F
-0.2	-9	-7	O=C1CC(C(=O)N2CCc3ccccc32)CN1c1cccc(C(F)(F)F)c1 (centres undefined)
1.3	-12	-5	CCOc1ccc(NC(=O)CN(C)C(=O)C2COc3ccccc3O2)cc1OCC (centres undefined)
-0.6	0	0	COc1cc(OC)cc(-c2c(-c3cccs3)c3cc(-c4ccc5c(c4)OCCO5)ccc3n2C)c1
-1.4	-2	-5	COc1cc(NC(=O)COC(=O)CNC(=O)C23CC4CC(CC(C4)C2)C3)cc(OC)c1

# (more compounds)
SMILES	CRFR2-BP ag	CRFR2-BP antag	GalR3 antag
Cc1cc(C)c(NC(=O)CN2C(=O)NC3(CCCc4ccccc43)C2=O)c(Cl)c1 (centres undefined)	1.5	-24	-5
Cc1noc(C)c1S(=O)(=O)N(C)C[C@H]1OCc2cn(nn2)CCCC(=O)N([C@@H](C)CO)C[C@@H]1C	0.0	7	-6
COc1cccc(C(=O)NCC(=O)OC(C)C(=O)NC23CC4CC(CC(C4)C2)C3)c1 (centres undefined)	-0.8	1	-7
COC1OCC(O)C(OC(=O)c2ccccc2)C1OC(=O)c1ccccc1 (centres undefined)	-3.2	-17	-3
CSCCC(NC(=O)c1ccccc1Br)C(=O)NCC(c1ccco1)N1CCCCC1 (centres undefined)	-2.1	-4	-4
Cc1nc2ccccc2n1Cc1ccc(Br)cc1	0.2	40	83*
CC(C)C[C@@H]1CN=C(N)N1C[C@@H]1CCCN1C[C@H](C)N1C[C@@H](Cc2ccccc2)N(CCCC2CCCC2)C1=N	0.5	13	-4
C=CCn1c(SCC(=O)NC(=O)Cc2ccccc2)nc2ccccc2c1=O	-0.8	0	-9
O=C(NCc1ccc(Cl)cc1)c1ccc(S(=O)(=O)N2CCCCC2)cc1	1.5	0	-3
Cc1cccc(N(Cc2ccccc2)C(=O)CSC(C)C(=O)Nc2cc(C)on2)c1 (centres undefined)	-3.8	7	-4
COc1ccc(NC(C)=O)cc1NC(C)C(=O)Nc1ccc(S(=O)(=O)N2CCCCC2)cc1 (centres undefined)	-0.6	-2	-8
O=C(CSc1ncnc2sccc12)NC1CCS(=O)(=O)C1 (centres undefined)	1.1	-6	-4

# (further entries)
SMILES	CRFR2-BP ag	CRFR2-BP antag	GalR3 antag
O=C(COc1coc(CN2CCc3ccccc32)cc1=O)NCCc1ccccc1	-1.3	-3	-3
CSCCC(NS(=O)(=O)c1ccc(C)cc1)C(=O)N1CC=C(c2ccccc2)CC1 (centres undefined)	0.7	-15	1
CCN(CC(=O)Nc1c(F)cccc1F)C(=O)C1CCN(S(=O)(=O)c2ccc(F)cc2)CC1	-2.4	5	-6
C=CCSc1nc2c(N)ncnc2n1C1OC(CO)C(O)C1O (centres undefined)	6.7	6	-4
O=C(CN1C(=O)NC(Cc2ccccc2)C1=O)Nc1ccc(F)c(F)c1F (centres undefined)	0.1	-23	3
CN(CC(=O)Nc1ccccc1C(F)(F)F)C(=O)c1ccc(N2C(=O)CCC2=O)cc1	-1.2	-1	-3
Cc1ccc(C(=O)OC(C)C(=O)Nc2ccc(S(N)(=O)=O)cc2)cc1S(=O)(=O)N1CCOCC1 (centres undefined)	0.5	-3	-2
Cc1ccc(NC(=O)CSc2nc(=O)n(Cc3ccncc3)c3c2CCC3)c(C)c1	-0.9	1	-3
CC(=O)Nc1ccc(S(=O)(=O)N(C)CC(=O)OCC(=O)N2CC(C)OC(C)C2)cc1 (centres undefined)	0.1	3	-2
CC1(C2CC2)NC(=O)N(CC(=O)N2CCN(S(=O)(=O)c3ccc(F)c(F)c3)CC2)C1=O (centres undefined)	1.4	11	-1
CC(Sc1nnc(Nc2ccccc2F)s1)C(=O)NC1CC1 (centres undefined)	-0.1	-3	-2
CC1CC(=O)Nc2ccccc2N1C(=O)Cn1cnc2ccc(Br)cc2c1=O (centres undefined)	0.9	-14	0

# Continuation.
SMILES	CRFR2-BP ag	CRFR2-BP antag	GalR3 antag
O=C1CC(C(=O)N2CCN(c3ccccc3O)CC2)CN1Cc1ccccc1 (centres undefined)	-1.0	8	0
O=C(CCNS(=O)(=O)c1ccccc1)NCCCc1ccccc1	-0.1	-2	-2
O=C(CSc1nnc(NC2CC2)s1)Nc1ccc(N2CCOCC2)cc1	-0.8	-5	2
CCN1C[C@@H]2[C@@H]3C(=O)N(C)C(=O)[C@@H]3[C@](C)(C1=O)N2C(=O)c1ccc(F)cc1	-0.1	-7	1
Cc1csc(SCC(=O)Nc2ccc3[nH]c(=O)[nH]c3c2)n1	0.5	3	-6
COC(=O)c1ccc(Cn2cnc3c(Cl)ncnc32)cc1	-0.3	16	-6
Cc1ccc(S(=O)(=O)N2CCC(C(=O)OCC(=O)N3CCCC3=O)CC2)cc1C	-2.6	-2	-5
Cc1ccc(CN2CCN(CCCn3cnc4c(OCc5ccccc5)ncnc43)CC2)cc1	2.9	9	-3
CC(OCC(O)CN1CCN(S(=O)(=O)c2ccc(Cl)cc2)CC1)c1ccc(Cl)cc1 (centres undefined)	0.8	-12	-8
C[C@H](CO)N1C[C@H](C)[C@@H](CN(C)S(=O)(=O)c2cn(C)cn2)Oc2ncc(Br)cc2C1=O	0.6	-17	1
COc1ccc(C(=O)CC(CC(=O)c2ccc(OC)cc2)C(=O)O)cc1	-0.9	1	-9
Cc1c(NC(=O)Nc2cc(F)c(F)cc2Cl)c(=O)n(-c2ccccc2)n1C	-0.7	-4	-4

# Next part.
SMILES	CRFR2-BP ag	CRFR2-BP antag	GalR3 antag
CCOC(=O)C1=C(COC(=O)c2cc([N+](=O)[O-])ccc2Cl)NC(=O)NC1C (centres undefined)	29	11	1
CCCC[C@@H]1C=C(C(=O)O)[C@H](c2ccc(Cl)cc2)N1S(=O)(=O)c1ccc(C)cc1	0.5	12	-8
Cc1cccc(C)c1NC(=O)CNC(=O)c1c(C)nn(-c2ccccc2)c1Cl	-3.9	1	-3
CN(C)S(=O)(=O)c1ccc2nnn(OCC(=O)NC3CCS(=O)(=O)C3)c2c1 (centres undefined)	0.5	9	-7
O=C(CN1CCN(S(=O)(=O)c2ccc(Cl)cc2)CC1)NCC1(N2CCOCC2)CCCCC1	-0.2	9	-7
Cc1ccccc1NC(=O)Cc1nc(COC(=O)c2ccc(C(F)(F)F)cc2)cs1	0.6	-5	-1
O=C1CC2(CCN(C(=O)c3cccc(Cl)c3)CC2)Oc2ccccc21	-1.1	-1	-1
COc1cccc(NC(=O)C2CC2)c1	-0.5	1	-1
C[C@H]1Cn2cnc(C(=O)Nc3ccc(CNC(=O)OC(C)(C)C)cc3)c2C(=O)N1	1.1	0	-7
O=C(NCCCN1CCOCC1)c1cccc(NS(=O)(=O)c2ccc(Br)cc2)c1	-1.0	-3	-3
CC(NC(=O)C1CCN(S(=O)(=O)c2cccs2)CC1)c1cccc(Cl)c1 (centres undefined)	-2.0	11	-4
C[C@H](CO)N1C[C@H](C)[C@@H](CN(C)Cc2ccccc2)Oc2ccc(NC(=O)Cn3cnnn3)cc2C1=O	2.1	-1	-7

# Next structures follow:
SMILES	CRFR2-BP ag	CRFR2-BP antag	GalR3 antag
C[C@@H]1CN([C@@H](C)CO)C(=O)CCCn2nncc2CO[C@H]1CN(C)Cc1ccc(Cl)c(Cl)c1	2.0	-19	-5
CCCN(CC(=O)Nc1ccc(F)c(F)c1F)C(=O)c1cc(S(=O)(=O)N(C)C)ccc1N1CCCC1	-0.3	6	-6
CN(CC(=O)Nc1c(Cl)cccc1Cl)CC(=O)N(C)C1(C#N)CCCCC1	2.4	-2	-6
O=C1CCC(=O)N1CCC(=O)N(C(=O)NC1CCCCC1)C1CCCCC1	5.0	-17	-3
CNC(=O)c1ccc(NC(=O)CC2SC(N3CCCC3)=NC2=O)cc1 (centres undefined)	-0.8	-2	-5
COc1ccc(C2CC(c3ccccc3F)=NN2c2ccc(S(N)(=O)=O)cc2)cc1 (centres undefined)	-1.0	0	-5
Cc1cc(C)c(S(=O)(=O)N2CC=C(c3ccccc3)CC2)c(C)c1	2.8	17	-3
Cc1ccc(CN2CCC[C@]3(N[C@H](c4ccc(C)cc4)[C@@H]4C(=O)N(Cc5ccccc5)C(=O)[C@@H]43)C2=O)cc1	-0.4	-14	-7
CCCC(C(=O)N(C)CC(=O)Nc1ccc(N2CCOCC2)cc1)c1ccccc1 (centres undefined)	-1.6	10	3
O=C(Nc1ncccc1O)c1ccc(NS(=O)(=O)c2ccc3[nH]c(=O)[nH]c3c2)cc1	0.0	-8	-5
COc1cccc(CN(C)C(=O)c2cc(S(=O)(=O)NC3CCCCC3)ccc2C)c1	0.7	-11	-4
CC(Nc1ccc([N+](=O)[O-])cc1[N+](=O)[O-])c1ccccc1 (centres undefined)	-3.7	61*	-7

# Other structures.
SMILES	CRFR2-BP ag	CRFR2-BP antag	GalR3 antag
O=C(NCc1ccc(OC(F)(F)F)cc1)c1cccc2c1C(=O)c1ccc(N3CCCC3)cc1S2(=O)=O	102*	-49	-2
COc1cccc(CNC(=O)CCc2nc3cc(S(=O)(=O)N4CCOCC4)ccc3n2C)c1	-1.9	0	-3
O=C(C[C@@H]1C/C=C\CC[C@H](Cc2ccc(F)cc2)C(=O)OC[C@@H]2CCCN2C1=O)NCCO	-1.7	6	2
COC(=O)C(Cc1c[nH]c2ccccc12)NC(=O)c1ccc2nc[nH]c2c1 (centres undefined)	-1.1	8	-4
NC(=O)c1c(NC(=O)CN2CCN(S(=O)(=O)c3ccccc3)CC2)sc2c1CCC2	1.9	-3	-1
CC1CN(S(=O)(=O)c2cc(C(=O)NC(C)c3cccnc3)ccc2Cl)CC(C)O1 (centres undefined)	-0.8	7	-4
Cc1ccc2c(c1)[C@H]1[C@H](CO2)[C@H](c2ccccc2)[C@]2(C)C(=O)N(Cc3ccc(Cl)cc3)CC(=O)N12	1.5	-13	-8
OC(C1=CC(=Cc2ccncc2)c2ccccc21)c1ccncc1 (centres undefined)	0.1	16	-2
CC(Sc1ccc(S(=O)(=O)N2CCOCC2)cn1)C(=O)Nc1ccc(Cl)cc1Cl (centres undefined)	1.7	9	-7
COC1=CC(=O)c2c(ccc3ncnc(N)c23)C1=O	-1.0	-26	-8
Cc1cn([C@H]2C[C@H](O)[C@@H](CNCc3ccc(F)c(N4CCOCC4)c3)O2)c(=O)[nH]c1=O	-0.2	11	-6
CCOc1ccc(S(=O)(=O)Nc2cccc(C(=O)NCC(c3ccco3)N(C)C)c2)cc1 (centres undefined)	10.0	-12	-4

# Continuation.
SMILES	CRFR2-BP ag	CRFR2-BP antag	GalR3 antag
OCc1cccc[n+]1Cc1ccccc1	-0.4	8	-4
CCN(C(=O)CSc1nc2ccccc2[nH]1)C1CCS(=O)(=O)C1 (centres undefined)	0.7	0	-5
Nc1ccc2cc3[nH]c4cc(N)ccc4c3nc2c1	175*	-130	-6
C#CCOCCOCCOCCNc1nc(N2CCN(C(=O)[C@H](CCCCN)n3cc([C@@H](N)[C@H](C)CC)nn3)CC2)nc(N2CCN(C(=O)[C@H](CCCCN)n3cc([C@@H](N)CC(N)=O)nn3)CC2)n1	1.3	3	1
CCOc1ccc(NC(=S)NC(=O)c2cncc(Br)c2)cc1	2.4	-53	0
CCOc1ccc(NC(=O)CN(C)C(=O)c2c(C)noc2C)cc1OCC	-2.1	7	-1
NC1=NC(c2ccccc2)CC(=O)N1 (centres undefined)	2.4	2	8
O=C(CN1CCCc2ccccc21)Nc1cccc(S(=O)(=O)N2CCCC2)c1	-1.3	-8	-2
CCOC(=O)c1oc2ccccc2c1COC(=O)CNC(=O)c1ccco1	-0.8	1	2

# Only part of the results is shown; the hit share may differ from the screen's.
